AMA1-RON2 inh: AMA1-RON2 (P. falciparum) interaction inhibition. Potency, µM (top dose mostly 58.2 µM), inactives show at the top dose activity change, negative = inhibition, usual class: inhibitors. AID 720542. hit rate 0.2% among 360,000. AlphaScreen AMA1-biotinylated RON2 peptide binding;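 further: potency means the concentration at half of the fitted maximal effect; 0% = vehicle wells and -100% = peptide control; nearly all actives have a fitted effect of over 45% in size; some results filed as inactive show a strong effect at the top dose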
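AMA1 (3D7) with his tag at 25 nM final met compounds first, then biotinylated RON2 peptide at 25 nM; detection used donor plus acceptor beads, 10 µg/mL apiece, read by AlphaScreen after 30 min at room temperature.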
LmPK inh: LmPK (Leishmania mexicana) enzyme inhibition; Q27686; purified LmPK, Kinase-Glo ATP luminescence, 1 h; Potency, µM (series often up to 57.5 µM), for inactives: top-dose activity change, negative = inhibition, actives largely listed as inhibitors; hit rate 0.37% among 290,000; further: potency means the concentration at half of the fitted maximal effect
Target sequence (Q27686 whole entry, looked up): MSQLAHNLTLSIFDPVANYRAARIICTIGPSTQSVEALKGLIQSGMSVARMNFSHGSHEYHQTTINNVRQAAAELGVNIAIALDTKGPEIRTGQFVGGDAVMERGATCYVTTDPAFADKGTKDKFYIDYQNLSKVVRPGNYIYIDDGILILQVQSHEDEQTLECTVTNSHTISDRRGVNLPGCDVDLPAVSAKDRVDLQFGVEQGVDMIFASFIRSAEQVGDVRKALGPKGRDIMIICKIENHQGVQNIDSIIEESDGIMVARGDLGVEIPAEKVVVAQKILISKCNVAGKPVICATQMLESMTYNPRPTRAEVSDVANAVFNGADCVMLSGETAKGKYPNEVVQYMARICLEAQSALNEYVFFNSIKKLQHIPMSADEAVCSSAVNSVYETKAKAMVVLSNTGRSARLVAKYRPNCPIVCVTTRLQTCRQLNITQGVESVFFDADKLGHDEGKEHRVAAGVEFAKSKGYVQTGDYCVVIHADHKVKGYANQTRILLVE
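In 50 mM imidazole pH 7.2 with 7 mM MgCl2, LmPK (0.1 nM) turned over PEP (0.5 mM) and ADP (0.1 mM) for 1 h at room temperature. Luciferase read-out of ATP.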
AmpC no deterg: AmpC beta-lactamase inhibition without detergent | P00811 | AmpC nitrocefin hydrolysis, absorbance 480 nm, 0.0001% Triton | Potency, µM (titrated, usually from 57.1 µM), for the others: at the top dose activity change, negative = inhibition, hits mostly inhibitors | hit rate 0.52% among 330,000;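 further: potency means the concentration at half of the fitted maximal effect; plate controls were no compound for no effect and no enzyme for full effect; nearly all actives have a fitted effect of over 20% in size; some results filed as inactive show a strong effect at the top dose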
Target sequence (P00811 whole entry, looked up): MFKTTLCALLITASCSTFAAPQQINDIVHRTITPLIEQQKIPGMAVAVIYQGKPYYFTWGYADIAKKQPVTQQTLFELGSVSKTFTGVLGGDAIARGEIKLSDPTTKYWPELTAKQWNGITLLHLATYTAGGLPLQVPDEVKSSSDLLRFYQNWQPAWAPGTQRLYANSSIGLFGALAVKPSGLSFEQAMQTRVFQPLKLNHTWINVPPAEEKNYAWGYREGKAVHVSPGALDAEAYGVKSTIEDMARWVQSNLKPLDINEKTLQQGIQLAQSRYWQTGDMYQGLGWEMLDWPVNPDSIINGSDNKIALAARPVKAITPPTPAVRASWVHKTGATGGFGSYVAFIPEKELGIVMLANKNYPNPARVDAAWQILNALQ
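AmpC (5.3 nM in the dispensed reagent) in 20 mM phosphate pH 7.0 with 0.01% (detergent screen) or 0.0001% Triton X-100 was preincubated with compounds for 15 min at room temperature. Nitrocefin was then added from an 800 uM solution, and hydrolysis was followed at 480 nm.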
AmpC inh detg: AmpC beta-lactamase inhibition with detergent present | P00811 | AmpC hydrolysis of nitrocefin, absorbance 480 nm, 0.01% Triton | Potency, µM (doses to about 114 µM), inactives show at the highest dose activity change, negative = inhibition, usual class: inhibitors | hit rate 0.041% among 370,000 | AID 485294;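 further: potency means the concentration at half of the fitted maximal effect; 0% = no-compound wells and -100% = no-enzyme wells; nearly all actives have a fitted effect of over 25% in size; some results filed as inactive show a strong effect at the top dose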
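AmpC (5.3 nM in the dispensed reagent) in 20 mM phosphate pH 7.0 with 0.01% (detergent screen) or 0.0001% Triton X-100 was preincubated with compounds for 15 min at room temperature. Nitrocefin was then added from an 800 uM solution, and hydrolysis was followed at 480 nm.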
Sm TGR block: S. mansoni TGR enzyme inhibition. Q962Y6. purified TGR, DTNB reduction, TNB absorbance 405 nm. Potency, µM (titrated, usually from 114 µM), without a hit: at the highest dose activity change, negative = inhibition, most hits filed as inhibitors. hit rate 3% among 360,000; further: potency means the concentration at half of the fitted maximal effect; nearly all actives have a fitted effect of over 60% in size
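First, TGR (20 nM dispensed) and NADPH were mixed with compound. Second, a 15 min room-temperature incubation followed. Third, further NADPH and then DTNB were added to start the reaction. Finally, TNB absorbance was monitored kinetically.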
HCMV antiviral: blocks human cytomegalovirus replication; hit rate 4.5% among 410,000; HFF cells, HCMV-luciferase reporter, 72 h; active compounds read low; activity change, negative = inhibition, % at 57.5 µM; AID 1259415; in the data active means activity change below about -60%; inconclusive means no clear call, values can overlap the other calls; inactive means above about -39%
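Two compound doses tested in HFFs infected with HCMV-luciferase, MOI 1 PFU/cell, 72 h at 37C. Lysate luminescence read with OneGlo; data normalized against buffer-only and 10uM Salinomycin inhibitor controls.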
TbPYK inhibitor: inhibitors of Trypanosoma brucei pyruvate kinase. Q57TT1. TbPYK enzyme, Kinase-Glo Plus ATP luminescence, 45 min. Potency, µM (series often up to 76.8 µM), for the others: at the top dose activity, negative = inhibition, usual class: inhibitors. hit rate 0.12% among 410,000. AID 624173; further: potency means the concentration at half of the fitted maximal effect; nearly all actives have a fitted effect of over 50% in size
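TbPYK + substrate in 50 mM TEA pH 7.2, 100 mM KCl, 10 mM MgCl2, 0.05% BSA, 0.01% Tween-20; cpd pinned; ADP 130 uM final; 45 min RT; Kinase-Glo Plus 10 min; luminescence endpoint.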
The depositor's hits bear a star; ? = inconclusive; / = not tested or not shown; & = joins results of further samples; [ ] = dose if it differs, or a comment. Unless noted, the call rests on the fitted dose curve; in most records, active means well fitted curve in the direction sought with a large enough effect; inconclusive means small, poorly fitted or top-dose-only effect, or another doubt; inactive means no such curve, though single readings can be large; an effect the other way counts as inactive or inconclusive. Unless noted, on the % scale 0 is the no-effect control and ±100 the full control effect.

| Structure | HCMV antiviral | AmpC inh detg | Sm TGR block | TbPYK inhibitor | LmPK inh | AmpC no deterg | AMA1-RON2 inh |
| --- | --- | --- | --- | --- | --- | --- | --- |
| CN(C)CCN(C(=O)c1ccc2c(c1)CCCC2)c1nc2cc3c(cc2s1)OCCO3 | -35 | -4% | 0% | -2% | -10% | 3% | ? |
| CCOC(=O)c1ccc(NC(=O)CSc2nnc(-c3cccs3)n2CC)cc1 | -11 | -14% | 2% | 0% | -11% | -10% | -5% |
| O=C(COc1ccc(Cl)cc1)Nc1ccc2[nH]ncc2c1 | -11 | -13% | 1% | 1% | -6% | -23% | -3% |
| COc1ccc(/C=C2\SC(=S)N(C(Cc3ccccc3)C(=O)O)C2=O)cc1 (stereo not given) | 8 | -8% | 7% | -3% | 5% | -22% | 2% |
| N#C/C(=C\c1c(N2CCN(c3ccccc3)CC2)nc2ccccn2c1=O)C(N)=O | ? | -5% | -15% | -25% | 1% | 1% | 1% |
| CN1C[C@@H]2C[C@@H](C3=Cc4cc(Cl)ccc4OC3)N3CCC[C@@]23C1=O | -35 | -5% | -33% | -1% | -3% | 98%[activator] | -7% |
| O=C(CSc1nc2cc(Cl)ccc2o1)N1CCOCC1 | 47 | ? | -3% | -3% | -5% | -11% | -7% |
| Cc1cccc(NC(=S)N(CCCN2CCCC2)Cc2cccn2Cc2ccc(Cl)cc2)c1 | -60* | -3% | 0% | 0% | -1% | 134%[activator] | -2% |
| Cc1nc2ccccc2nc1OCc1ccccc1 | -21 | ? | -4% | -7% | -2% | -9% | 12% |
| Cc1ccc(NC(=O)CSc2nc3ccccc3n2CC(=O)N2CCC(C)CC2)cc1C | -36 | 2% | -8% | 0% | / | / | / |
| N=C(N)Sc1nc(N2CCCCC2)nc(N2CCCCC2)n1 | 28 | -4% | 10%[57.1 µM] | 1% | -2% | -27% | 15% |
| CC1(C)CC(=O)C/C(=N\NC(=O)C2CC2c2ccccc2)C1 (stereo not given) | 12 | 0% | ? | -3% | 1% | -24% | 59%[activator] |
| CC(=O)NCC(=O)OC(C(=O)c1ccccc1)c1ccc(Cl)cc1 (stereo not given) | 3 | ? | 2% | -3% | 1% | 33% | 26% |
| COc1cccc2cc(C(=O)NCc3ccc(Cl)cc3)c(=O)oc12 | -24 | ? | -9% | 0% | 6% | -21% | 41%[activator] |
| O=C1OCC2=C1C(c1ccc(Cl)cc1)CC(=O)N2c1ccc(F)cc1 (stereo not given) | 17 | ? | 0% | 6% | 10% | 9% | 21% |
| Cc1cccc(C)c1NC(=O)NCCSc1snnc1C | -8 | -13% | 4% | -4% | 1% | -13% | 3% |
| COc1ccc(NC(=S)N/C(=N/CS(=O)(=O)c2ccccc2)c2ccccc2)cc1 | -2 | 1% | 40µM* | -5% | -1% | -16% | -6% |
| Cc1ccc(CN2CCN(Cc3cc4ccccc4o3)CC2CCO)cc1 (stereo not given) | 16 | 2% | -19% | 10% | -1% | 122%[activator] | -8% |
| CC1(C)CC(=O)c2cc(C(=O)NCc3ccco3)c(=O)n(-c3ccccc3)c2C1 | -7 | 13% | -8% | 0% | -3% | 22% | -7% |
| Clc1cccc(-c2noc3ncnc(Nc4ccc5c(c4)OCO5)c23)c1 | -10 | ? | 5% | 2% | -3% | -27% | 10% |
| O=c1oc2c3c4c(cc2c(C(F)(F)F)c1CCN1CCOCC1)CCCN4CCC3 | -24 | ? | ? | 3% | 1% | -2% | 11% |
| COc1ccc(CN(C)C(=O)c2ccc(OCC(=O)Nc3cccc(C(F)(F)F)c3)c(OC)c2)c(OC)c1 | -83* | -6% | -2% | -2% | / | 186%[activator] | 72%[activator] |
| CCSc1nnc(NC(NC(=O)c2ccco2)(C(F)(F)F)C(F)(F)F)s1 | 14 | -12% | -11% | -6% | 5% | -7% | 1% |
| N#CCC(=O)N/N=C/c1cn(Cc2ccc(Cl)c(Cl)c2)c2ccccc12 | -22 | 3% | 10% | -1% | 4% | -41% | 7% |
| Cc1cc(C)c(S(=O)(=O)NCC(=O)NCc2ccco2)c(C)c1 | -37 | ? | -29% | -9% | 2% | -25% | 26% |

Just TbPYK inhibitor and AmpC no deterg, for two of the compounds above:
canonical_smiles	TbPYK inhibitor	AmpC no deterg
CC1(C)CC(=O)c2cc(C(=O)NCc3ccco3)c(=O)n(-c3ccccc3)c2C1	0%	22%
COc1ccc(/C=C2\SC(=S)N(C(Cc3ccccc3)C(=O)O)C2=O)cc1 (stereo not given)	-3%	-22%

(cont.)
| Structure | HCMV antiviral | AmpC inh detg | Sm TGR block | TbPYK inhibitor | LmPK inh | AmpC no deterg | AMA1-RON2 inh |
| --- | --- | --- | --- | --- | --- | --- | --- |
| CC(C)C(=O)Nc1cc(S(=O)(=O)Nc2ccc(Cl)cc2)ccc1Cl | ? | -9% | -8% | 3% | 2% | -16% | -1% |
| CC1(C)CC(NC(=O)c2ccc(Cl)c(S(=O)(=O)N(Cc3ccccc3)c3ccccc3)c2)CC(C)(C)N1 | -37 | -11% | -11% | 2% | / | 201%[activator] | 6% |
| CN(C(=O)COC(=O)c1ccccc1SCC(=O)N1CCCC1)c1ccccc1 | -7 | 6% | -20% | -1% | -7% | 42% | 1% |
| Cc1cccc(N2CCN(C(=O)CCNS(=O)(=O)c3ccc4c(c3)oc(=O)n4C)CC2C)c1 (stereo not given) | 11 | 2% | -9% | -2% | 8% | 100%[activator] | -3% |
| Cc1ccc(N(C(=O)CNC(=O)c2ccco2)C(C(=O)NC2CCCC2)c2ccncc2)cc1 (stereo not given) | 12 | 14µM* | 3% | -4% | -2% | -1% | -6% |
| Cn1c(=O)c(C(=O)COc2ccc(F)cc2Cl)c(N)n(Cc2ccccc2)c1=O | -33 | 8% | 5% | 2% | 1% | -25% | -14% |
| NC(=O)c1nsc(C(=O)N(Cc2cccnc2)C(C(=O)NC2CCCCC2)c2ccc(F)cc2)c1N (stereo not given) | -17 | 3% | 6% | 0% | 2% | -3% | 4% |
| CC(C)Cc1nn2c(=O)cc(COC(=O)c3ccc4c(c3)OCO4)nc2s1 | 1 | -8% | -4% | 2% | / | / | / |
| COCCCNC(=O)Cn1c(=O)n(CCCC(=O)NCc2ccc(C)cc2)c(=O)c2ccccc21 | 3 | 2% | 43%[activator] | -3% | / | / | / |
| O=C(Cn1ccc2ccccc2c1=O)NCCC(=O)N1CCN(C(=O)c2ccco2)CC1 | 24 | / | / | -7% | / | / | 10% |
| COc1ccc(CC(=O)NCc2nc3cccnc3n2Cc2ccc(C)cc2)cc1OC | -27 | -6% | 1% | 3% | / | / | / |
| CCOc1cc(C2C(C(=O)c3ccc(C)o3)=C(O)C(=O)N2CCc2ccccc2)ccc1O (stereo not given) | -25 | -14% | -20% | -12% | -1% | -21% | -13% |
| CCn1c(SCC(=O)NCc2ccco2)nc2c1c(=O)n(C)c(=O)n2C | 12 | -13% | -15% | -5% | -1% | -11% | -9% |
| COC(=O)c1cc(S(=O)(=O)N2CCN(c3ccc(C)cc3C)CC2)cn1C | -6 | -1% | 3% | 4% | / | / | / |
| CCOC(=O)c1ccc(NC(=O)c2cc(=O)c3cc(CC)ccc3o2)cc1 | 1 | -2% | 3% | 2% | / | / | / |
| c1ccc(CNCCC(Cc2ccccc2)c2ccco2)cc1 (stereo not given) | 24 | 3% | -1% | -1% | -5% | 0% | -8% |
| Cc1nc2nc(-c3ccc(Cl)cc3)[nH]n2c(=O)c1Cc1ccccc1 | 29 | 3% | 4% | 2% | 2% | -13% | 2% |
| O=C(CSc1ccccc1)Nc1ccccc1C(=O)N1CCCC1 | 20 | -1% | -10% | -8% | 0% | -32% | 1% |
| O=C(NC1CC1)C1=C[C@@H](c2ccccc2)C[C@@H](OCc2ccc(CO)cc2)O1 | 7 | -8% | 13% | -5% | -4% | 27% | 5% |
| Cc1cccc(CCN2C(N(C)C)=NC[C@@H]2CC(C)C)c1 | -8 | -4% | -5% | 3% | / | 0% | 30%[activator] |
| Nc1nonc1OCCc1ccccc1 | 14 | 1% | 4% | -3% | -2% | -12% | 0% |
| CCN(CC)S(=O)(=O)c1ccc(N2C(=O)CC2(/C=C/c2ccccc2)C(=O)NC2CCCC2)cc1 (stereo not given) | -32 | -16% | 6% | -1% | 0% | -33% | 9% |
| CCCCCn1c(CCNC(=O)c2ccc(F)cc2)nc2ccccc21 | -19 | 5% | 1% | -2% | / | / | / |
| COc1ccccc1CN1CCN(S(=O)(=O)c2ccccc2)CC1 | -36 | 1% | -7% | 5% | -7% | 0% | -26% |
| CCC1(C)Cc2c(sc3nc(SC)nc(NCCN(C)C)c23)CO1 (stereo not given) | -108* | 1% | -2% | / | 2% | 9% | -3% |
| NC(=O)c1ccccc1NS(=O)(=O)Cc1ccc(Cl)cc1 | -32 | -9% | -3% | 5% | 2% | -26% | 7% |
| CCc1c(C)nc2ncnn2c1Nc1ccc(C(C)=O)cc1 | 45 | 2% | -7% | 1% | 3% | -20% | 6% |
| CCOC1CCc2c(C)nc(N)nc2S1 (stereo not given) | -36 | 6% | 3% | -2% | 5% | -7% | 6% |
| Cc1ccc(Nc2ncnc3c2nnn3Cc2ccccc2)cc1 | 80 | 4% | 18% | -5% | 5% | -27% | 12% |
| CC(C)c1ccc(NC(=O)c2cn(C3CCCCC3)c(=O)c3c2c2ccccc2n3C)cc1 | -2 | 0% | -2% | -6% | / | / | / |
| O=C(CCNC(=O)c1ccccc1Cl)Nc1cc(S(=O)(=O)N2CCOCC2)ccc1N1CCOCC1 | -27 | 5% | 9% | -1% | 4% | 20% | -15% |
| CC(=O)NN1C(=O)c2ccccc2NC1c1ccccc1O (stereo not given) | 22 | -3% | -12% | 0% | 1% | 0% | 64%[activator] |
| CCCC(=O)C1CCN(Cc2ccccc2)CC1 | 17 | -13% | 0% | 3% | 6% | -17% | 11% |
| CC(C)C(CCN1C(=O)CCC1=O)C1CCOC(C)(C)C1 (stereo not given) | 47 | -9% | 1% | -1% | -6% | 18% | -10% |
| CCn1c(=O)n(CC)c2cc(S(=O)(=O)N3CCCCC3)c(C)cc21 | 79 | 1% | -14% | 0% | 0% | 15% | -10% |
| COc1ccccc1Nc1nn2c(=O)c3ccc(C(=O)N4CCC(C)CC4)cc3nc2s1 | -2&-24 | -7%&19% | -8%&5% | 3%&-1% | 8% | 131%[activator] | -10% |
| Cc1cc(C(=O)NC2CC2)c2ccccc2n1 | -18 | ? | -5% | -1% | -8% | -21% | -12% |
| O=C(N/N=C/c1cn(-c2ccccc2)nc1-c1cc2ccccc2o1)c1ccncc1 | 79 | -4% | -2% | 0% | 0% | 34% | 2%[11.6 µM] |
| Clc1cccc(NCc2nnc(SCc3ccccc3Cl)o2)c1 | 41 | 2% | 6% | -1% | 5% | -12% | 6% |
